Assay outcomes as filed in PubChem.
Pf Dd2 growth = Plasmodium falciparum Dd2 growth inhibition; Potency, µM (top dose mostly 28.9 µM), without a hit: top-dose activity, negative = inhibition, actives largely listed as inhibitors; AID 1347417; P. falciparum Dd2 growth, SYBR Green, 72 h; actives 4.3% (n = 120,000); active = well fitted inhibition curve with a large enough effect; inconclusive = small, poorly fitted or top-dose-only effect; inactive = no such curve, though single readings can be large or run the other way;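 note: plate controls were DMSO vehicle for no effect and reference drug for full effect; nearly all actives have a fitted effect of over 65% in size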
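Readout: SYBR Green fluorescence, 485 nm excitation, 535 nm emission, after ~16 h lysis at 37C. Before that, Dd2-infected red cells (2.5% hematocrit) grew 72 h with compound, 29 uM top final concentration.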
Numbers without * were called inactive; i = inactive; ? = inconclusive; [ ] = another dose, or the depositor's remark. Potency is the fitted concentration of half-maximal effect.

entry | smiles | Pf Dd2 growth
1 | CN1CCN(c2oc(-c3ccc(COc4ccccc4)o3)nc2C#N)CC1 | ?
2 | COc1ccc(OC)c(CNC(=O)Cc2cccn2-c2ccc(C)cc2)c1 | ?
3 | O=C(c1ccc(C(F)(F)F)cc1)N1CCC(c2n[nH]c(=O)n2-c2ccccc2)CC1 | 16.1%
4 | CCOc1ccccc1CN1CCN(c2ncnc3[nH]ccc23)CC1CCO (stereo unspecified) | ?
5 | CC1=C[C@@H](CNCc2ccncc2)[C@H](C(C)C)C[C@H]1Cc1nnc(-c2ccc([N+](=O)[O-])cc2)o1 | ?
6 | Cc1ccc(NC(=O)Cn2c(N3CCN(c4ccccc4)CC3)nc(C)cc2=O)c(Cl)c1 | -0.4%
7 | Cc1ccccc1-c1ccc2n(c1=O)C[C@H]1C[C@@H]2CN(C(=O)c2cccs2)C1 | -15.9%[44.1 µM]
8 | O=C(NC[C@H]1OC[C@@H](NC2CCC(F)(F)CC2)[C@@H]1O)C1CC1 | 15.3%[44.1 µM]
9 | CC(C)n1cc2cc(C(=O)NCc3cccnc3)sc2c1 | i
10 | CCN(CC)c1ccc(NS(=O)(=O)c2cc3[nH]c(=O)c(=O)[nH]c3cc2C)c(C)c1 | -7.5%
11 | CC(=O)CSc1nnc2[nH]c(=O)cc(N)n12 | 6.9%
12 | COc1ccccc1N1CCN(C(=O)CSc2n[nH]c(-c3ccccc3)n2)CC1 | -2.3%
13 | Cc1ccn2c(=O)c(C(=O)NCc3ccccc3Cl)c(O)nc2c1 | 37.6%[activator]
14 | Cc1ccc(N2CCN(C(=O)c3c(C)oc4ncnc(N5CCCCC5)c34)CC2)c(C)c1 | ?
15 | Cn1nccc1C(=O)NCCc1noc(C2CC2)n1 | 19.9%
16 | O=C1NCC2(CCN(Cc3ccc(C(F)(F)F)cc3)CC2)Oc2ccccc21 | -5.2%
17 | O=C(c1ccnnc1)N1CC(F)(F)C[C@H]1c1nc(C2CC2)no1 | 28.6%
18 | COc1ccc(-c2nnc(SCC(=O)N(C)C3CCCCC3)o2)cc1OC | 8.0%
19 | COc1ccc(CC(=O)Nc2ccc3c(c2)CN(CCOc2ccccc2)C(=O)C(C)O3)cc1 (stereo unspecified) | i
20 | COCc1nc(C2CCCN(C(=O)Nc3cccc(F)c3C)C2)no1 (stereo unspecified) | ?
21 | CCCS(=O)(=O)N1CCC(Cc2nc(-c3cccnc3)n[nH]2)C1 (stereo unspecified) | i
22 | Cc1ccc2c(c1)N(C(=O)CCC(=O)NCc1cccs1)CC(C)O2 (stereo unspecified) | 40.1%[activator]
23 | CCN1C(=O)c2ccccc2S(=O)(=O)c2ccc(C(=O)NCc3ccc(F)cc3)cc21 | i
24 | Cc1c(C)n(Cc2ccccc2)c2ccc(C(=O)NC(C)c3ccccc3)cc12 (stereo unspecified) | -10.2%
25 | CNC(=O)[C@@H]1C[C@@H](n2cc(CNC(=O)Nc3ccc(Cl)cc3C)nn2)CN1 | -3.1%
26 | Nc1c(C(=O)c2ccc3c(c2)OCO3)sc(Nc2ccccc2F)c1S(=O)(=O)c1ccccc1 | -1.0%
27 | O=C1NC[C@@H](CCC(=O)N2CCC(O)CC2)N2C[C@@H](NCc3ccccc3)C[C@@H]12 | 5.9%[44.1 µM]
28 | COc1ccc2ccc(OCc3nc(C(=O)N(C)Cc4cc(C)no4)co3)cc2c1 | ?
29 | O[C@@H]1C[C@@H](c2nc(-c3ccc4c(c3)OCO4)no2)N(Cc2cc3ccccc3o2)C1 | -13.6%[44.1 µM]
30 | Cc1ccc(S(=O)(=O)N2C[C@@H](F)C[C@H]2C(=O)N2CCc3ccccc3C2)c(C)c1 | -15.9%
31 | O=C([C@H]1C[C@H](Oc2ccccc2)CN1S(=O)(=O)Cc1ccccc1)N1CCOCC1 | -1.0%
32 | O=C(NC1CC1)c1cc2c(=O)[nH]c(-c3ccccc3)cn2n1 | ?
33 | COc1ccc2c(CNCc3cccs3)c(C(=O)O)n(Cc3cccc(F)c3)c2c1 | 18.2%
34 | COc1ccc(C(=O)N2C[C@@H](CO)[C@H](N(C)C)C2)cc1 | 29.9%
35 | Cn1ccnc1CN1CCCC(CCC(=O)Nc2ccccc2F)C1 (stereo unspecified) | i
36 | CC1(C(=O)NCc2ccc(Cl)cc2)CCCCC(=O)N1 (stereo unspecified) | -20.5%
37 | COc1ccc(-c2cc(C[C@H]3CNCC[C@H]3CC(=O)N3CCN(C)CC3)no2)cc1 | -18.7%[44.1 µM]
38 | Cc1nc(-c2ccccc2)sc1-c1ccc(SCC(=O)NCc2ccccc2)nn1 | -11.7%
39 | COC1CCC12CCN(C(=O)Nc1ccccc1)CC2 (stereo unspecified) | -14.8%
40 | COc1ccc(C(=O)NC2CCN(c3cnn(CC4CC4)c(=O)c3)CC2)c(OC)n1 | -17.0%
41 | O=C1NCc2ccccc2CC12CCN(Cc1ccncc1Cl)C2 (stereo unspecified) | 10.4%
42 | COC(=O)c1ccc(Cl)cc1NC(=O)N1CCCn2nc(C)cc21 | -4.2%
43 | COc1ccc(-c2nnc(SCC(=O)N(C)Cc3ccccc3)o2)cc1OC | -24.3%
44 | O=C(C1CC=CCC1)N1CC(c2noc(C3CCCN3CC3CC3)n2)C1 (stereo unspecified) | i
45 | CCOc1ccc(NC(=O)Cn2c3ncccc3c(=O)n2-c2ccc(CC)cc2)cc1 | ?
46 | CC1(c2ccccc2)N(Cc2ccccc2C#N)C(=O)OC12CCN(C(=O)c1cccc(O)c1)CC2 (stereo unspecified) | -28.1%
47 | CCOc1ccccc1CNC(=O)c1nn(C)c2c1CS(=O)(=O)c1ccccc1-2 | ?
48 | COCCN1C(=O)[C@H]2CN(Cc3cccn3C)C[C@H]2C1=O | -6.4%
49 | Cc1nc2nc(NC(=O)C(C)(C)C)[nH]n2c(=O)c1Cc1ccccc1 | 33.4%[activator]
50 | COc1cccc(C(=O)Nc2ccc3c(c2)CN(Cc2ccccc2F)C(=O)CO3)c1 | ?

(cont.)
entry | smiles | Pf Dd2 growth
51 | CCN(CC)c1ccc(-n2nc3cc(C)c(NC(=O)c4ccccc4F)cc3n2)cc1 | 1.41µM*
52 | O=C(c1ccc2c(c1)N(Cc1ccc(F)cc1)C(=O)c1ccccc1S2(=O)=O)N1CCCCC1 | ?
53 | O=C(C1CCCCC1)N1C[C@@H]2C[C@H](C1)c1ccc(C3CCCCC3)c(=O)n1C2 | -22.2%[44.1 µM]
54 | CCS(=O)(=O)c1oc(-c2ccc(F)cc2)nc1S(=O)(=O)c1ccccc1 | ?
55 | O=C(NC1CCCC1)C1CCCN(C2CCN(Cc3ccncc3)CC2)C1 (stereo unspecified) | ?
56 | O=C(CSc1nc(-c2ccccc2)[nH]c1-c1ccccc1)Nc1ccc2c(c1)OCCO2 | ?
57 | Cc1nn(-c2ccccc2)c(C)c1[C@@H]1C=C[C@@H](NCc2cccc(C#N)c2)C1 | i
58 | COc1cccc(-c2cc(C(=O)NCCNc3nc(C)cc(=O)[nH]3)[nH]n2)c1 | -15.6%
59 | CCn1ncc(N2CCCC(CC(=O)N3CCN(c4ccccn4)CC3)C2)cc1=O (stereo unspecified) | -20.5%
60 | O=C(c1ccc(-c2ncc3cnc(C4=CCOCC4)cn23)cc1)N1CCc2ccccc2C1 | i
61 | COc1cc(CNC(=O)C2CCCCC(=O)N2)cc(OC)c1 (stereo unspecified) | -5.0%
62 | CC(C)C(=O)N1CCCCCNC(=O)[C@H]2C[C@H](C(=O)N3CCc4ccccc4C3)C[C@H]21 | ?
63 | O=C(CC1N=C2c3ccccc3N=C(SCc3cccc(F)c3)N2C1=O)NC1CCCCC1 (stereo unspecified) | 42.8%[activator]
64 | Cc1cc(F)ccc1-c1[nH]nc2ncc(-c3c(C)noc3C)nc12 | -9.1%[44.1 µM]
65 | CCC(=O)N1C[C@@H](Oc2ccccc2)C[C@H]1C(=O)N1CCOCC1 | 1.4%
66 | CNC(=O)CCn1ncc2cc(OC3CCc4cccc(-c5cccnc5OC)c43)ccc21 (stereo unspecified) | ?
67 | Cc1ccc(-c2nc(S(=O)(=O)c3ccc(C)cc3)c(SCC(=O)Nc3ccc(F)cc3)o2)cc1 | ?
68 | NCCn1cc(C(=O)NCc2noc(Cc3ccccc3)n2)nn1 | -0.1%
69 | CCOc1ccccc1CN1CCC2(CCN(Cc3cncs3)CC2)Oc2ccccc21 | ?
70 | Cc1ccc(-n2c(C3CCN(C(=O)Cc4ccc(Cl)cc4)CC3)n[nH]c2=O)cc1 | 12.6µM*
71 | CCOc1ccc(NC(=O)c2ccc(F)c(S(=O)(=O)N(CC)Cc3ccccc3)c2)cc1 | 13.2%
72 | Cc1cccc(NC(=O)Cn2c(-c3ccccc3)nc(C)cc2=O)c1 | -11.7%
73 | CN1C(=O)[C@H]2CN(Cc3ccc(F)c(Cl)c3)C[C@H]2C1=O | 45.8%[activator]
74 | COc1ccc(NC(=O)N2Cc3[nH]cnc3C[C@H]2c2nc(-c3ccc(F)cc3)no2)cc1 | i
75 | CN1c2cc(C(=O)Nc3ccc(Cl)c(C(F)(F)F)c3)ccc2C(=O)N2CCCC21 (stereo unspecified) | i
76 | COCCN1C(=O)[C@H]2CN(Cc3cc(Cl)ccc3F)C[C@H]2C1=O | 36.3%
77 | O=C(Nc1ccc(Cl)cc1)N1Cc2[nH]cnc2C[C@H]1c1nc(-c2ccc3ccccc3c2)no1 | ?
78 | COc1cc2c(cc1OCc1ccccc1)NC(=O)C21CCN(C(=O)c2cccnc2)CC1 | -13.1%
79 | COc1ncccc1CNC[C@H]1Cn2c(-c3ccc(F)cc3)cnc2CO1 | 25.1µM*
80 | CC(=O)N1CCN(C2CCOC3(CCN(S(=O)(=O)c4c(C)noc4C)CC3)C2)CC1 (stereo unspecified) | -6.5%

Arranged by length of the SMILES (descending): some entries from above.
entry | smiles | Pf Dd2 growth
74 | COc1ccc(NC(=O)N2Cc3[nH]cnc3C[C@H]2c2nc(-c3ccc(F)cc3)no2)cc1 | i
80 | CC(=O)N1CCN(C2CCOC3(CCN(S(=O)(=O)c4c(C)noc4C)CC3)C2)CC1 (stereo unspecified) | -6.5%
75 | CN1c2cc(C(=O)Nc3ccc(Cl)c(C(F)(F)F)c3)ccc2C(=O)N2CCCC21 (stereo unspecified) | i
73 | CN1C(=O)[C@H]2CN(Cc3ccc(F)c(Cl)c3)C[C@H]2C1=O | 45.8%[activator]
79 | COc1ncccc1CNC[C@H]1Cn2c(-c3ccc(F)cc3)cnc2CO1 | 25.1µM*
72 | Cc1cccc(NC(=O)Cn2c(-c3ccccc3)nc(C)cc2=O)c1 | -11.7%

New compounds follow:
entry | smiles | Pf Dd2 growth
81 | CC(C)c1ccc2occ(CC(=O)N(Cc3ccc(F)cc3)C3CCS(=O)(=O)C3)c2c1 (stereo unspecified) | i
82 | O=C(Cn1ccc(=O)[nH]c1=O)N1CCC2(CCCN(C3CCCC3)C2=O)C1 (stereo unspecified) | 7.8%
83 | CC(=O)c1ccc(NC(=O)c2nc3nc(C)cc(C(F)F)n3n2)cc1 | 4.1%
84 | CCn1nccc1C(=O)N1CCC2(CC1)C(OC)CN2c1ccc(C)cc1 (stereo unspecified) | -12.5%
85 | O=C1N(Cc2ccc(F)cc2)C[C@H]2CN(Cc3ccc(C(F)(F)F)cc3)CCN12 | i
86 | CC(C)CC(=O)N1CCc2nnc([C@@H]3C[C@@H](O)CN3C)n2CC1 | 5.5%
87 | Cc1cc(C)c(CNC(=O)c2nc(-c3cccc(O)c3)cc3c2ccn3C(C)C)c(=O)[nH]1 | ?
88 | CCOCCCNC(=O)C(c1ccc(OC)cc1)N(Cc1cccs1)C(=O)CNC(C)=O (stereo unspecified) | 4.3%
89 | C#CCNC(=O)CC[C@@H]1CNC(=O)[C@@H]2C[C@H](NC(=O)c3cccc(F)c3)CN12 | 36.4%[activator][44.1 µM]
90 | CNC(=O)N1CCC(C2CCN(C(=O)c3cccs3)C2)CC1 (stereo unspecified) | -13.7%
91 | CC(C)N1CCC(N2CCCC(N3CCN(c4cccc(C(F)(F)F)c4)CC3)C2)CC1 (stereo unspecified) | 14.1µM*
92 | NC1CCc2n[nH]c(=O)n2CC1 (stereo unspecified) | 4.1%
93 | Cc1cccn2c(=O)c3cc(C(=O)Nc4ccc(Cl)c(Cl)c4)sc3nc12 | 21.8%
94 | CCOC(=O)C1=CN(CC(=O)Nc2cccc(Cl)c2)S(=O)(=O)N=C1C | -5.1%
95 | COC[C@@H]1CN(C(=O)c2cc(C)[nH]n2)C[C@H]1c1ccncc1 | 5.6%
96 | COc1ccc(-c2nc3c(c(SCC(=O)Nc4cccc(O)c4)n2)Cc2c(CO)cnc(C)c2O3)cc1 | 5.62µM*
97 | Cc1ccccc1-n1nc(C)c(CCC(=O)NCC2CC2)c1Oc1ccccc1 | i
98 | CN1C(=O)[C@H]2CN(Cc3cc(F)ccc3F)C[C@H]2C1=O | 49.9%[activator]
99 | COCCOc1ncccc1-c1noc([C@@H]2CCCN2Cc2ccc(C(=O)O)cc2)n1 | i
100 | COc1ccc(C(=O)N[C@@H]2CCC[C@@H]2C(=O)NCCCN2CCCc3ccccc32)cc1 | 11.2µM*
101 | CC(=O)Nc1ccc(C2(C(=O)NCc3ccc(F)cc3)CCC2)cc1 | 6.8%
102 | CCn1cc(-c2ccc(OC)cc2)cc1C(=O)NC(C)c1cccnc1 (stereo unspecified) | -21.6%
103 | CCn1ccc2cc(S(=O)(=O)N3CCCN(C(=O)Nc4cc(Cl)ccc4C)CC3)ccc21 | -25.6%
104 | COc1ccc(-n2ncc(C(=O)NCc3ccco3)c2C2CCN(C(=O)OC(C)(C)C)CC2)cc1 | ?
105 | CCn1c(C(=O)Nc2ccc(C)cc2C)cc2sc(Cl)cc21 | ?
106 | Cc1ccc(C)c(C(=O)N2CCC(c3nc4c(nnn4Cc4ccccc4)c(=O)[nH]3)CC2)c1 | 11.2µM*
107 | Cc1ccc(N(C)C(=O)Cn2cc(S(=O)(=O)N3CCCC3)c(S(=O)(=O)N3CCCC3)c2)cc1 | -16.8%
108 | Cc1noc([C@@H]2CN(C(=O)CCc3c[nH]c4ccccc34)C[C@H]2CO)n1 | 28.7%

A portion of the library; count on the stated rates, not on these rows.
